Source: PubChem (National Center for Advancing Translational Sciences (NCATS))
JMJD2A Tudor inh: JMJD2A Tudor domain (human) inhibition; AID 504339; Potency, µM (highest dose often 114 µM), for inactives: at the top dose activity change, negative = inhibition, actives largely listed as inhibitors; O75164; actives 4.4% (n = 390,000); AlphaScreen JMJD2A-Tudor / H3K4me3 peptide binding; note: % is set by controls: 0 for no effect and ±100 for the full control effect; nearly all actives have a fitted effect of over 50% in size
Pol iota inh: blocks human DNA polymerase iota activity; Q9UNA4; Pol iota fluorescent replication assay, 10 min; Potency, µM (top dose mostly 115 µM), inactives show at the highest dose activity, negative = inhibition, hits mostly inhibitors; actives 1% (n = 390,000); AID 588590
Target sequence (Q9UNA4 whole entry, looked up): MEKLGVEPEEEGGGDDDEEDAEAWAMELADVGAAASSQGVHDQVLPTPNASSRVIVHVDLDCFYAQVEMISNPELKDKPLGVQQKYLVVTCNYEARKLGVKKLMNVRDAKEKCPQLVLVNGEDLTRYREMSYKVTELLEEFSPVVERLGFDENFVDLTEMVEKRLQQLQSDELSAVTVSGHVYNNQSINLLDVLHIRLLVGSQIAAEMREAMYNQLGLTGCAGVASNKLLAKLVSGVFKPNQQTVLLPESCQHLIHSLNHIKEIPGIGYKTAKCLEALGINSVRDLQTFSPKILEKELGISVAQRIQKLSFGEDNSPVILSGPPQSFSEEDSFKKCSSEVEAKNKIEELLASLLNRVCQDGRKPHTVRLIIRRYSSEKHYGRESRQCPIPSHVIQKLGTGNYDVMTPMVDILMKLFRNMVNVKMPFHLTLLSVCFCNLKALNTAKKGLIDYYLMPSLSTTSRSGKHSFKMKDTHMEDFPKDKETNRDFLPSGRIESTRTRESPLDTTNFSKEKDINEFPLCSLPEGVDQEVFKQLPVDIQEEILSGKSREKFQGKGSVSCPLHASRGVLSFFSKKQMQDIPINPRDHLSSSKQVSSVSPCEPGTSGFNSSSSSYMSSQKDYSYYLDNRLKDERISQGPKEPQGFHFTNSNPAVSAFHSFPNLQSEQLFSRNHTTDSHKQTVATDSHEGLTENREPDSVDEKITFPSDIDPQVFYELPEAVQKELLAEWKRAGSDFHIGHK
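Pol iota at 10 nM preincubated 15 min with compounds at room temperature; reaction started with fluorescent substrate, 50 nM final. Fluorescence read kinetically at 0 and 10 min; buffer-only wells as negative control.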
APE1 inh: APE1 (human) endonuclease inhibition | recombinant APE1, TAMRA/BHQ-2 abasic DNA cleavage fluorescence | Potency, µM (doses to about 65.8 µM), inactives show at the highest dose activity change, negative = inhibition, most hits filed as inhibitors | actives 0.35% (n = 350,000) | P27695 | AID 2517;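 note: plate controls were vehicle for no effect and reference inhibitor for full effect; nearly all actives have a fitted effect of over 55% in size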
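Readout is kinetic fluorescence (ex 525, em 598 nm) from cleavage of 50 nM TAMRA/BHQ-2 THF abasic duplex by 0.75 nM APE1, compound added 15 min beforehand at RT.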
G9a inh: blocks human histone lysine methyltransferase G9a; AID 504332; Q96KQ7; actives 8.8% (n = 350,000); G9a H3K9 monomethylation, AlphaScreen, 2 h; Potency, µM (highest dose often 102 µM), for inactives: top-dose activity, negative = inhibition, most hits filed as inhibitors; note: % is set by controls: 0 for no effect and ±100 for the full control effect; nearly all actives have a fitted effect of over 75% in size
Target sequence (Q96KQ7 913-1193 limits assumed): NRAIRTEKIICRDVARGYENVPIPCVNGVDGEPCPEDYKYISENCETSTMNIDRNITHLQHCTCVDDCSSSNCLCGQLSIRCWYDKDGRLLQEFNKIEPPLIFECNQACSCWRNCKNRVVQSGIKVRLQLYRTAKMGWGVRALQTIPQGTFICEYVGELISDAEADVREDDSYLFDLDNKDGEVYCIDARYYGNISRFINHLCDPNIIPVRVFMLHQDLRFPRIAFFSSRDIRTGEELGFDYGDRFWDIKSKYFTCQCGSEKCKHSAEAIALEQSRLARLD
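G9a (20 nM) preincubated 15 min RT with compounds, then 500 nM biotinylated H3K9 peptide and 20 uM SAM added; 2 h RT reaction. Monomethyl-H3K9 product detected by AlphaScreen with anti-H3K9me1 antibody, streptavidin donor and anti-rabbit IgG acceptor beads.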
BAZ2B block: BAZ2B (human) inhibition | actives 4.4% (n = 360,000) | Q9UIF8 | AlphaScreen BAZ2B-H3K14Ac peptide displacement | Potency, µM (top dose mostly 114 µM), for the others: at the highest dose activity change, negative = inhibition, hits mostly inhibitors; note: % is set by controls: 0 for no effect and ±100 for the full control effect; nearly all actives have a fitted effect of over 60% in size
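BAZ2B (50 nM) with biotin-H3(5-23)K14Ac peptide (50 nM) in PBS pH 7.4, 0.01% Tween-20, preformed 30 min, then compound 30 min at room temperature; top concentration 110uM. AlphaScreen streptavidin donor/nickel chelate acceptor beads (10 ug/mL final), 20 min dark, signal read.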
POLK inh: DNA polymerase kappa (human) inhibition | Q9UBT6 | purified Pol kappa, fluorescent DNA synthesis assay, 10 min | actives 0.53% (n = 400,000) | AID 588579 | Potency, µM (series often up to 107 µM), for inactives: at the highest dose activity, negative = inhibition, hits mostly inhibitors; note: % is set by controls: 0 for no effect and ±100 for the full control effect
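Inhibition of 10 nM Pol kappa is measured by a fluorescent read-out at 0 and 10 min following addition of 50 nM substrate (final), with a 15-min room-temperature compound preincubation.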
POLH inh: DNA polymerase eta (human) inhibition | Potency, µM (titrated, usually from 114 µM), for inactives: top-dose activity change, negative = inhibition, actives largely listed as inhibitors | actives 1.2% (n = 390,000) | Q9Y253 | recombinant Pol eta, fluorescent DNA replication assay | AID 588591; note: % is set by controls: 0 for no effect and ±100 for the full control effect
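Pol eta at 10 nM preincubated with compounds 15 min at room temperature; reaction started with fluorescent substrate (50 nM final) and read kinetically at 0 and 10 min.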
Pol beta inh: blocks human DNA polymerase beta activity; P06746; Pol beta primer extension/strand displacement, fluorescence kinetic; Potency, µM (series often up to 114 µM), for the others: at the highest dose activity change, negative = inhibition, actives largely listed as inhibitors; actives 1.3% (n = 340,000); AID 485314; note: % is set by controls: 0 for no effect and ±100 for the full control effect
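Kinetic readout of DNA synthesis with strand displacement by Pol beta. Compound and 10 nM enzyme sit 15 min at room temperature; 50 nM substrate starts the reaction, read immediately and at 10 min.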
BLM helicase inh: Bloom syndrome helicase (human) inhibition; P54132; recombinant BLM DNA unwinding, fluorescence dequenching; Potency, µM (highest dose often 56.1 µM), inactives show at the highest dose activity change, negative = inhibition, most hits filed as inhibitors; actives 0.2% (n = 350,000);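 note: plate controls were vehicle for no effect and no enzyme for full effect; nearly all actives have a fitted effect of over 35% in size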
* = called active by the depositor; ? = inconclusive; · = not tested or not shown; & = joins results of further samples; [ ] = remark or other dose. Calls come from the whole dose curve; as a rule, active = well fitted curve in the direction sought with a large enough effect; inconclusive = small, poorly fitted or top-dose-only effect, or another doubt; inactive = no such curve, though single readings can be large; an effect the other way counts as inactive or inconclusive. Potency is the fitted concentration of half-maximal effect.

BAZ2B block	BLM helicase inh	Pol iota inh	POLK inh	JMJD2A Tudor inh	POLH inh	APE1 inh	G9a inh	Pol beta inh	structure
-35.8%	-5.7%	-8.6%	-7.2%	-35.1%	8.4%	2.9%	·	11.0%	O=C(O)c1ccc(COc2ccc3ccccc3c2/C=C2/NC(=O)N(c3ccccc3)C2=O)cc1
10.3%	-1.6%	100.2%[activator]	4.1%	3.1%	-10.1%	-8.3%	-0.5%	-21.6%	O=C(Oc1ccccc1-c1csnn1)c1cccs1
-10.3%	-2.7%	9.5%	-18.9%	-14.6%	-0.9%	19.1%	7.8%[12.7 µM]	12.8%	COC(=O)C(NC(=O)c1ccco1)(Nc1nc(C2CC2)cs1)C(F)(F)F (stereo unspecified)
-17.9%	-1.0%&1.7%	-10.6%&-2.0%	-1.3%&-8.1%	-7.6%&-9.7%	-17.1%&-11.2%	30.6%	-4.5%	-0.1%&-2.8%	Cc1ccc(NS(=O)(=O)c2ccc3c(c2)NC(=O)CCS3)c(Br)c1
-4.9%	-1.3%	-5.7%	-5.5%	-2.8%	0.9%	-8.5%	-20.4%[12.7 µM]	-20.6%	CN(C)CCCN1C(=O)C(=O)/C(=C(/O)c2ccncc2)C1c1cccc(Br)c1 (stereo unspecified)
8.6%	·	19.6%	-19.9%	-10.3%	-27.7%	12.5%	?	·	COc1ccc(CC(=O)OCC(=O)Nc2ccc3[nH]c(=O)[nH]c3c2)cc1
-18.4%	-2.7%	?	-1.9%	-13.1%	-10.0%	12.7%	-13.3%	0.3%	CCc1ccccc1NC(=O)c1ccc2nc(N3CCOCC3)sc2c1
-0.5%	-1.5%	?	-6.4%	7.6%	15.0%	11.9%	17.1%[59 µM]	3.2%	CCOC(=O)C1(CC)NC(c2ccco2)C2C(=O)N(CC)C(=O)C21 (stereo unspecified)
2.0%	-4.7%	1.4%	-14.4%	-11.5%	-2.9%	-1.7%	6.1%[59 µM]	2.9%	CCOC(=O)c1nnn(-c2nonc2N)c1CN(CC)c1ccccc1
-14.6%	-8.5%	-10.5%	14.9%	-15.9%	-4.5%	·	14.1µM*	40.9%	CCN(CC)S(=O)(=O)c1ccc2c(c1)N(CC(=O)Nc1ccc(C)cc1C)C(=O)C1CCCN21 (stereo unspecified)
-18.0%	1.0%	33.8%[activator]	-2.0%	-9.8%	3.1%	32.5%	-4.7%	12.4%	S=C(NCc1cccnc1)c1ccccc1
·	·	8.3%	3.4%	6.9%	-7.8%	-0.2%	·	·	CC1CN(S(=O)(=O)c2cccc(C(=O)NCc3ccccn3)c2)CC(C)O1 (stereo unspecified)
-0.2%	-1.8%	10.6%	1.9%	-3.9%	-0.6%	11.0%	5.4%	42.6%	O=C(Cn1cccc1C(=O)c1ccccc1)NCc1cccs1
?	-4.0%	22.2%	-4.9%	1.3%	-24.8%	·	-32.3%[59 µM]	2.8%	CCOc1ccc(/C=C/c2nc(C#N)c(N3CCCCC3)o2)cc1
2.7%	-8.1%	7.0%	-3.0%	?	-21.3%	-7.6%	14.9%[59 µM]	-1.3%	CCOc1ccccc1NC(=O)CSc1nnc(Cc2cccn2C)n1-c1ccc(F)cc1
-17.3%	-3.2%	3.9%	-2.5%	8.8%	-11.2%	4.2%	-7.2%	-0.1%	C/C(=N\NC(=O)Cc1c(Cl)cccc1Cl)c1cccnc1
·	·	33.2%[activator]	-16.4%	91.8%[activator]	3.8%	·	·	·	c1ccc2nc3c(ccc4ccccc43)cc2c1
3.2%	-5.8%	-7.9%	5.2%	-4.5%	-17.1%	-0.8%	16.3%[12.7 µM]	-10.0%	COc1ccc(NC(=O)c2oc3ccccc3c2C)c(OC)c1
-18.9%	-4.6%	-15.8%	8.9%	-8.2%	-19.9%	-11.5%	14.4%[12.7 µM]	6.3%	OCC(Cc1ccc2c(c1)OCO2)C(CO)Cc1ccc2c(c1)OCO2 (stereo unspecified)
-3.4%	-5.7%	19.8%	-4.6%	8.3%	3.1%	63.6%[activator]	-6.2%	0.6%	N#Cc1cnc(Oc2ccc(Cl)cc2)nc1N
·	·	71.9%[activator]	-1.1%	-13.8%	-19.3%	-3.7%	·	·	Cc1ccc(S(=O)(=O)NCC(=O)NNC(=O)c2ccc(Br)cc2)cc1C
29.3%	·	-3.1%&15.6%	4.7%&-4.9%	12.1%	?	-9.2%	-1.0%[0.501 µM]	·	O=S(=O)(NCc1ccc(F)cc1)c1ccc(Br)cc1Br
6.7%	-2.0%	8.3%	-4.5%	-11.7%	-4.6%	?	-39.4%	-0.8%	Cc1nc2ccc(S(=O)(=O)N(C)CC(=O)Nc3ccccc3F)cc2s1
?	-6.8%	19.4%	-17.2%	-10.2%	-25.8%	-3.8%	?	-2.6%	COc1ccc(N2CCOCC2)c(NC(=O)c2ccc(Br)o2)c1
-28.6%&1.4%	-0.8%	18.2%&5.4%	-16.0%	-6.9%&-16.8%	1.8%&-12.8%	18.4%	-31.9%	26.7%	CCOc1ccc(CCNC(=O)C2CC(=O)N(CCc3ccc(OC)c(OC)c3)C2)cc1OCC (stereo unspecified)

Part of the list above, as labelled records:
SMILES: O=C(O)c1ccc(COc2ccc3ccccc3c2/C=C2/NC(=O)N(c3ccccc3)C2=O)cc1
  BAZ2B block: -35.8%; BLM helicase inh: -5.7%; Pol iota inh: -8.6%; POLK inh: -7.2%; JMJD2A Tudor inh: -35.1%; POLH inh: 8.4%; APE1 inh: 2.9%; G9a inh: ·; Pol beta inh: 11.0%

SMILES: O=C(Oc1ccccc1-c1csnn1)c1cccs1
  BAZ2B block: 10.3%; BLM helicase inh: -1.6%; Pol iota inh: 100.2%[activator]; POLK inh: 4.1%; JMJD2A Tudor inh: 3.1%; POLH inh: -10.1%; APE1 inh: -8.3%; G9a inh: -0.5%; Pol beta inh: -21.6%

(further entries)
BAZ2B block	BLM helicase inh	Pol iota inh	POLK inh	JMJD2A Tudor inh	POLH inh	APE1 inh	G9a inh	Pol beta inh	structure
-30.0%	-6.8%	43.4%[activator]	-3.5%	-17.7%	-19.1%	-8.1%	-44.4%	0.9%	CCc1cc(C(=O)O)c(NC(=O)/C=C/c2ccc(OC)c(OC)c2)s1
?	·	41.6%[activator]	-5.6%	-26.4%	-12.6%	-5.2%	4.6%[2.33 µM]	·	COc1ccc2c(c1)OC[C@H]1[C@H]2N2C(=O)c3cc(Br)ccc3NC(=O)[C@@]2(C)[C@H]1c1ccccc1
-33.2%&-38.2%	-6.4%&-3.0%	?	-38.3%	-16.8%	-1.2%	-5.1%&3.5%	-13.2%[59 µM]	3.2%&16.5%	O=C(Nc1cccc(Cl)c1)Nc1nccs1
138.2%[activator]	·	-10.2%	1.7%	60.0%[activator]	-21.0%	9.7%	3.7%[0.501 µM]	·	CSc1ccc(CCCCCCOC(=O)C(C)(C)C)cc1
·	·	-8.5%	-14.6%	-20.1%	1.4%	-0.4%	·	·	O=C(Cc1cccs1)N[C@@H]1c2ccccc2CC[C@@H]1OCc1ccccc1
3.8%	0.8%	14.1%	0.4%	-19.6%	-26.7%	-6.3%	2.8%[59 µM]	-22.7%	Cc1cc(C)c2c(c1)cc(C)c1nnc(SCC(=O)Nc3ccc(S(=O)(=O)N4CCCCC4)cc3)n12
-39.0%	-6.8%	-1.1%	-0.2%	-16.6%	-27.2%	14.5%	?	15.2%	COc1ccc(CC(C)Nc2cccc(SC)c2)cc1 (stereo unspecified)
20.8%	·	0.6%	-10.8%	-3.4%	4.8%	4.5%	-30.9%	·	O=C(COc1coc(CN2CCN(c3ccccc3)CC2)cc1=O)NC1CCCCC1
-29.8%	-7.9%	10.8%	-13.6%	-11.5%	-17.4%	-1.6%	6.7%[59 µM]	-2.4%	CCOc1cc(/C=N/NC(=O)CSc2nncn2C)ccc1OC(=O)c1ccc(Cl)cc1
2.6%	3.7%	15.7%	-4.7%	-4.3%	-14.9%	-2.2%	-7.4%	0.7%	CC(C)c1nccn1S(=O)(=O)c1cccc([N+](=O)[O-])c1
2.1%	-0.7%	132.3%[activator]	-1.9%	-16.9%	0.5%	-1.6%	·	8.3%	COC(=O)c1sccc1NC(=O)CC1C(=O)NCCN1C(=O)c1c(F)cccc1Cl (stereo unspecified)
9.5%	-2.2%	13.7%	0.2%	-9.3%	-4.2%	-5.9%	21.7%	-8.1%	O=C(NCc1ccc(F)cc1)C1CCN(S(=O)(=O)c2ccc3c(c2)OCCCO3)CC1
10.8%	·	16.2%	-15.3%	-20.0%	?	-18.3%	50.1µM*	·	CCC(C)c1ccccc1N1CC(C(=O)Nc2ccc(S(=O)(=O)N3CCOCC3)cc2)CC1=O (stereo unspecified)
?	-1.1%	-2.2%	-5.1%	?	-17.7%	16.2%	5.1%[21.5 µM]	-0.9%	CNCCc1ccccn1
4.2%	-0.5%	14.8%	-7.2%	-7.4%	-22.0%	12.9%	-11.5%	7.9%	C=CCN1CC(c2nc3ccccc3n2Cc2ccccc2)CC1=O (stereo unspecified)
?	-5.5%	24.2%	-25.8%	20µM*	-19.3%	15.9%	25.1µM*	11.1%	Brc1cccc(CN2CCCCCC2)c1
-20.4%	-7.3%	36.9%[activator]	-10.6%	-12.3%	-17.3%	·	-20.7%[59 µM]	13.3%	CCOc1ccc(-c2cc3nc(C4CCN(C(=O)OC(C)(C)C)CC4)c(C(=O)Nc4ccc(C(=O)OC)cc4)cn3n2)cc1
-1.2%	-4.4%	-1.6%	10.9%	-13.2%	·	·	1.3%[59 µM]	0.8%	CCCSc1ncc(Cl)c(C(=O)N(Cc2cccc(Cl)c2)C2CCS(=O)(=O)C2)n1 (stereo unspecified)
-11.9%	-5.9%	13.5%	-1.0%	-3.4%	-20.8%	17.1%	41.9%	0.4%	Cc1ccccc1NC(=S)N1CCCCCC1
12.3%	0.2%	22.7%	18.0%	-10.6%	-3.8%	-1.5%	-25.5%	5.3%	CCCCCCn1c(CN2CCN(CCO)CC2)nc2c1c(=O)n(C)c(=O)n2C
-7.4%	-2.4%	10.1%	-9.0%	14.4%	-10.3%	13.0%	1.3%[0.0925 µM]	11.1%	O=C(Cn1nc(C(F)(F)F)c2c1CCCC2)NC1CCCC1
-0.2%	2.8%	13.5%	4.0%	-6.2%	-7.6%	-2.6%	-30.0%	-10.7%	COC(=O)c1cccc(NC(=O)CN2CCC(NC(=O)c3cc(OC)c(OC)c(OC)c3)CC2)c1

These rows are one share of the data (hit frequency here may not be typical).
